All columns: NCI-60 one-dose screen, growth in % after 48 h at 10 µM unless noted; 100 = growth as untreated, 0 = no growth, -100 = all killed.
ACHN – ACHN renal cancer | 81,000 tested, 4.9% active | AID 1794771
786-0 – 786-0 renal cancer cells; 81,000 tested, 5.1% active; AID 1794775
NCI-H322M – NCI-H322M lung cancer; AID 1794733; 80,000 tested, 2.7% active
NCI-H522 – NCI-H522 lung cancer; 78,000 tested, 8% active
NCI-H460 – NCI-H460 lung cancer; 82,000 tested, 6.8% active; AID 1794736
TK-10 – TK-10 renal cancer cells | 81,000 tested, 3.9% active | AID 1794769
CAKI-1 – CAKI-1 renal cancer; 75,000 tested, 4.7% active
RXF 393 – RXF 393 renal cancer cells. 77,000 tested, 6.9% active
UO-31 – UO-31 renal cancer; 81,000 tested, 5.2% active; AID 1794768
* marks the source's active call; other numbers are inactive results; . = not tested or not shown; & = joins results of further samples; ! = not confirmed by another sample. Rule for the calls: active = growth percent below 10; inactive = the rest.

SMILES	ACHN	786-0	NCI-H322M	NCI-H522	NCI-H460	TK-10	CAKI-1	RXF 393	UO-31
Nc1nc(-c2ccccc2)nc2[nH]nc(NCc3ccccn3)c12	100	94	107	91	105	111	80	93	92
N#Cc1cnn(-c2ccc([N+](=O)[O-])cc2[N+](=O)[O-])c1N	106	102	110	102	104	111	95	109	99
CN1CCN(c2ccc(Nc3nc(NCCCNS(=O)(=O)c4ccc(Cl)cc4)c4sccc4n3)cc2)CC1	6.3*	-43*	34	-66*	7.4*	9.9*	11	-77*	-59*
CCOC(=O)/C(C#N)=C(\C)CC(C)C	111	107	107	121	119	106	80	109	83
Cc1nc2c(cnn2CCO)c(=O)[nH]1	103	109	97	.	109	126	76	115	73
CC(=O)OCC1OC(OC(C)=O)C(OC(C)=O)C1OC(C)=O (stereo not drawn)	101	103	111	99	111	101	88	119	87
CC(C)(C)OC(=O)N1C(=O)[C@@H](O[Si](c2ccccc2)(c2ccccc2)C(C)(C)C)[C@H]1/C=C/c1ccccc1	66	77	87	50	65	72	78	64	67
Cc1cc2nc(C(Cl)Cl)nc(-c3ccccc3)n2n1	12	92	11	72	-50*	59	35	9.1*	75
CN1C(=O)N(C)C2SC(N/N=C/c3ccccc3)=NC21 (stereo not drawn)	96	82	98	60	69	87	72	.	65
Cc1cc(=O)oc2cc(OCCOc3ccc(/C=C/C(=O)Nc4ccccc4F)cc3)ccc12	109	108	111	104	109	123	104	121	98
Cc1cc(NS(=O)(=O)c2ccc(-c3ccccc3)cc2)c2ccccc2n1	91	86	110	82	94	112	81	80	64
Cc1oc2nc[nH]c(=O)c2c1C(=O)/C=C/c1ccc(Cl)cc1	27	30	45	18	21	32	26	.	38
C=CCCCCOc1ccccc1-c1cnc(OCCCCC=C)n1C	85	107	72	13	56	75	55	91	69
NC(=S)NN=C1CCC2(CCCCC2)CC1	102	112	109	83	108	106	88	101	80
O=C(Nc1ccc(S(=O)(=O)Nc2ncccn2)cc1)c1ccc(C(=O)Nc2ccc(S(=O)(=O)Nc3ncccn3)cc2)cc1	101	92	96	100	108	116	98	107	77
NNC(=O)c1cc2c([nH]c3ccccc32)c(-c2cccc(O)c2)n1	86	96	79	65	102	93	86	101	55
COc1cc(C)cc2oc3oc(=O)c(-c4csc(-c5ccccc5)n4)cc3c(=O)c12	102	108	97	105	107	186	90	100	71
Oc1ccc(/C=N/c2n[nH]c(-c3ccc(Cl)cc3)n2)c(O)c1O	.	101	87	87	92	102	.	101	72
c1ccc2nc3c(ccc4ccccc43)cc2c1	98	112	99	117	113	134	92	102	68
O=C(Nc1ccc(OCc2nnc(-c3ccccc3)o2)c(F)c1)c1ccccc1	101	96	100	76	100	100	103	93	73
CCOC(=O)c1ccc(NC(=O)Nc2ccc(-c3cccs3)nc2C)cc1	.	89	83	49	58	96	.	107	99
S=C(N/N=C/c1cccc(I)c1)NC12CC3CC(CC(C3)C1)C2	98	103	100	.	96	111	104	80	113
CCOC1CC(C)C=CO1 (stereo not drawn)	103	103	109	104	103	104	89	108	94
COc1ccc(Oc2ccc(C3CC(c4ccc(OC)c(OC)c4)=NN3C(C)=O)cc2)cc1 (stereo not drawn)	89	79	82	71	93	54	85	59	31
CN1C(=O)N(c2ccccc2)C2C1NN=c1s/c(=C\c3ccccc3)c(=O)n12 (stereo not drawn)	100	99	96	93	101	98	88	100	84

3 entries from above, reformatted:
Fields: ACHN, 786-0, NCI-H322M, NCI-H522, NCI-H460, TK-10, CAKI-1, RXF 393, UO-31
C=CCCCCOc1ccccc1-c1cnc(OCCCCC=C)n1C
    85, 107, 72, 13, 56, 75, 55, 91, 69
NC(=S)NN=C1CCC2(CCCCC2)CC1
    102, 112, 109, 83, 108, 106, 88, 101, 80
O=C(Nc1ccc(S(=O)(=O)Nc2ncccn2)cc1)c1ccc(C(=O)Nc2ccc(S(=O)(=O)Nc3ncccn3)cc2)cc1
    101, 92, 96, 100, 108, 116, 98, 107, 77

(cont.)
SMILES	ACHN	786-0	NCI-H322M	NCI-H522	NCI-H460	TK-10	CAKI-1	RXF 393	UO-31
Nc1ccc(-c2nnc3n2N=CC(c2ccccc2O)S3)cc1 (stereo not drawn)	93	102	88	.	100	116	98	.	80
O=C(/C=C/Nc1ccc([N+](=O)[O-])cc1)c1ccc2c(c1)Nc1ccccc1S2	68	91	90	75	84	102	80	.	65
CCCCCN(CCCCC)CC(O)c1cc2c(c3ccccc13)CCCC2 (stereo not drawn)	49&56	27&39	38&71	50&53	26&39	73&88	-32*!	87&26	45&40
CCCCc1ccc(-c2cc(/C=N\O)no2)cc1	100	95	112	89	103	104	93	.	76
CCN1CCN(c2nc(NNC(=O)Cc3ccccc3)nc(N3CCN(C(c4ccccc4)c4ccccc4)CC3)n2)CC1	86	64	105	.	11	89	40	67	62
CN(C)c1ccc(/C=C\N=Nc2ccc(Br)cc2)cc1	60	57	78	38	51	69	51	108	33
CC(C)(C)n1cc(-c2ccnc(NCCCNS(=O)(=O)c3ccc(F)cc3)c2)c(-c2cccc(O)c2)n1	38	23	61	39	18	98	55	39	59
CC(I)CNC1=NCC(=O)N1 (stereo not drawn)	.	99	81	80	107	73	.	119	80
Nc1ccc(-c2cc3c(NCc4ccccc4)ncnc3s2)cc1	53	79	61	72	91	50	63	74	59
COCO[C@@H]1C[C@]23CC[C@@H]4[C@](C)(COC(=O)Nc5ccccc5)CCC[C@@]4(C)[C@@H]2CC[C@@]1(C)C3	100	96	114	81	94	96	86	100	69
O=[N+]([O-])c1ccc(N=Nc2c(S(=O)(=O)O)cc3cccc(S(=O)(=O)O)c3c2O)cc1	95	100	95	98	99	99	80	121	61
CCOC(=O)/C(C#N)=C/c1ccccc1Cl	113	101	99	89	107	97	101	108	94
O=C(Nc1ccc(C2=NCCN2)cc1)c1cc(Cl)cc(C(=O)Nc2ccc(C3=NCCN3)cc2)c1	102	105	120	89	98	131	105	99	97
C=C(C)[C@@H]1CC[C@]2(C(=O)O)CC[C@]3(C)[C@H](CC[C@@H]4[C@@]5(C)CCCNC(C)(C)[C@@H]5CC[C@]43C)[C@@H]12	95	101	81	88	78	75	100	90	74
O=C(O)c1ccc(-c2nn(-c3ccc(C(F)(F)F)cc3)cc2CNc2cccc(C(=O)O)c2)cc1	108	108	105	92	103	109	95	116	85
CC(=O)N(CCC(C)C)c1ccccc1	116	99	105	101	106	101	100	100	101
O[C@@H]1Cc2ccc3ccccc3c2N[C@H](c2cccs2)C1	105	110	102	95	116	119	90	110	59
CC(=O)Oc1cccc2cccnc12	92	106	87	93	99	98	104	95	84
C=CCN1C(=O)[C@@]2(Oc3ccccc3[C@H]3CC(c4ccc(Br)cc4)=NN32)c2ccccc21	45	60	72	49	75	84	42	74	45
CC(C)=CCc1cc(/C=C/C(=O)O)ccc1OC(=O)CCc1ccccc1	105	104	108	103	103	106	97	109	99
COC(=O)Nc1ccc(-c2nc(-c3cccc(OC)c3)c(-c3ccnc(Br)c3)[nH]2)cc1	53	37	62	58	61	78	52	-12*	39
CCOC(=O)c1[nH]c(C)c(/C(C)=N\O)c1C	114	100	89	85	112	105	96	117	93
COC(=O)c1cc(=O)c(O)c2c(O)c(O)ccc2c1	27	78	97	57	68	97	10	41	36
COc1ccc(Oc2nc(Nc3ccc(N4CCOCC4)cc3)ncc2NC(=O)Cc2cc(OC)cc(OC)c2)cc1	100	99	102	92	109	114	103	108	81
OCCNc1c(Cl)c(Cl)c(Cl)c(Cl)c1Cl	98	90	87	81	98	102	92	75	63

In another format: results already given
Below each compound: ACHN | 786-0 | NCI-H322M | NCI-H522 | NCI-H460 | TK-10 | CAKI-1 | RXF 393 | UO-31
- N#Cc1cnn(-c2ccc([N+](=O)[O-])cc2[N+](=O)[O-])c1N
→ 106 | 102 | 110 | 102 | 104 | 111 | 95 | 109 | 99
- CN1CCN(c2ccc(Nc3nc(NCCCNS(=O)(=O)c4ccc(Cl)cc4)c4sccc4n3)cc2)CC1
→ 6.3* | -43* | 34 | -66* | 7.4* | 9.9* | 11 | -77* | -59*
- CCOC(=O)/C(C#N)=C(\C)CC(C)C
→ 111 | 107 | 107 | 121 | 119 | 106 | 80 | 109 | 83
- Cc1nc2c(cnn2CCO)c(=O)[nH]1
→ 103 | 109 | 97 | . | 109 | 126 | 76 | 115 | 73
- CC(=O)OCC1OC(OC(C)=O)C(OC(C)=O)C1OC(C)=O (stereo not drawn)
→ 101 | 103 | 111 | 99 | 111 | 101 | 88 | 119 | 87
- CC(C)(C)OC(=O)N1C(=O)[C@@H](O[Si](c2ccccc2)(c2ccccc2)C(C)(C)C)[C@H]1/C=C/c1ccccc1
→ 66 | 77 | 87 | 50 | 65 | 72 | 78 | 64 | 67

The results go on.
SMILES	ACHN	786-0	NCI-H322M	NCI-H522	NCI-H460	TK-10	CAKI-1	RXF 393	UO-31
Cc1ccc(CSc2nc(Cl)c(C#N)c(-c3ccc(F)cc3)n2)cc1	85	79	87	63	87	92	67	70	68
OC(CN1CCCC2CCCCC21)c1ccc(Br)cc1 (stereo not drawn)	104	92	97	90	108	96	92	106	81
Fc1cc(-c2cnc(Cl)nc2NC2CCCCCC2)cc(F)c1F	100	102	99	107	105	130	83	101	95
Cc1cc(C(O)CN(CCC(C)C)CCC(C)C)cc2c1ccc1cc(C(C)C)ccc12 (stereo not drawn)	58	92	94	93	95	105	80	75	63
COc1ccc(/C=C\C(=O)c2ccc(-c3ccccc3)cc2)cc1	107	96	97	100	110	104	92	103	91
O=C(O)C1C=Cc2ccccc2N1C(=O)c1ccccc1 (stereo not drawn) (tested in a mixture with another compound)	94	98	.	88	107	101	80	105	63
O=Cc1c(N2CC[N+]3(CC2)CC[N+]2(CCNCC2)CC3)nc(-c2ccccc2)nc1N1CC[N+]2(CC1)CC[N+]1(CCNCC1)CC2	119	115	102	101	95	136	92	111	105
COc1cc(C2c3cc4c(cc3C3OC(=O)C2C3CO)OCO4)cc(OC)c1OC (stereo not drawn)	25	14	37	-31*	0.8*	50	37	58	38
O=C1CC(c2ccccc2)NN1 (stereo not drawn)	120	102	.	93	114	111	100	101	93
C[Si](C)(C)C(c1ccccc1)c1ccccc1	93	110	105	98	106	108	86	126	82
COc1cccc(-c2nn(-c3ccccc3)cc2-c2ccnc(NCCNC(=O)Nc3ccccc3)c2)c1	69	43	90	48	54	74	65	64	39
Cc1noc(C)c1C(=O)Nc1n[nH]c(C)c1-c1ccccc1	101	107	69	91	.	80	102	111	87
CC1NC(=O)c2c1c(=O)[nH]c1ccccc21 (stereo not drawn)	107	106	131	78	98	106	93	116	99
O=C(O)CCC(CCC(=O)O)(C(=O)O)C(=O)O	107	.	99	105	104	100	95	116	92
NC1=NN(c2ccccc2)C2=NC(=O)NC(c3ccc(Cl)cc3)C12 (stereo not drawn)	89	91	99	76	80	98	81	100	64
Nc1ccc2oc(=O)c(C(=O)O)cc2c1	97	101	101	107	110	121	91	103	87
CC(C)(C)c1ccc(C(=O)Nc2nc3ccccc3s2)cc1	105	96	95	97	104	95	112	96	84
OC[C@@H](O)[C@@H](O[C@@H]1O[C@H](CO)[C@H](O)[C@H](O)[C@H]1O)[C@H](O)[C@@H](O)CO	104	112	114	93	105	117	87	98	81
